Source: PubChem (National Center for Advancing Translational Sciences (NCATS))
NPSR antagonist = antagonists of human neuropeptide S receptor cAMP signaling | 220,000 compounds, 1% hits | CHO-NPSR cells, cAMP TR-FRET, antagonist mode | AID 1461 | Potency, µM (top dose mostly 38.3 µM), for the others: at the top dose activity change, negative = inhibition, actives largely listed as inhibitors | Q6W5P4; also: potency is read from the fitted curve at half-maximal effect; % is scaled to controls: 0 for no effect and ±100 for the full control effect; nearly all actives have a fitted effect of over 50% in size; many of its hits are not listed in these tables
Tau FP inhib = blocks human tau fibril formation measured by polarization. K18 P301L tau heparin fibrillization, Alexa594 FP, 6 h. Potency, µM (top dose mostly 57.7 µM), for inactives: at the top dose activity, negative = inhibition, usual class: inhibitors. AID 1468. 280,000 compounds, 0.39% hits; also: potency is read from the fitted curve at half-maximal effect; % is scaled to controls: 0 for no effect and ±100 for the full control effect; nearly all actives have a fitted effect of over 55% in size
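Steps: dispense K18 P301L tau (15 uM plus 0.24 uM Alexa 594 tracer, final) in pH 7 sodium acetate; add compound; add heparin (20 uM final); incubate 6 hr, 37 C; add ThT (30 uM final); after 1 hr ambient, read FP.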
Tau fluor cs = counter-screen for tau fibril formation inhibitors | tau K18 P301L (four-repeat tau fragment) Alexa594 fluorescence, heparin fibrillization | Potency, µM (highest dose often 57.7 µM), for the others: top-dose activity change, negative = decrease | 280,000 compounds, 0.93% hits | AID 1463; also: potency is read from the fitted curve at half-maximal effect; % is scaled to controls: 0 for no effect and ±100 for the full control effect; nearly all actives have a fitted effect of over 55% in size
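Human K18 P301L tau (15 uM unlabeled plus 0.24 uM Alexa 594-labeled, final) in 100 mM sodium acetate pH 7 was mixed with compound and 20 uM heparin and incubated 6 hr at 37 C.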
Epigenetic derep = regulators of epigenetic silencing causing reporter derepression in mouse cells; murine LDR cells, GFP reporter derepression, 30 h; Potency, µM (highest dose often 53.9 µM), inactives show top-dose GFP activation, actives largely listed as activators; 280,000 compounds, 0.2% hits; AID 1865; also: potency is read from the fitted curve at half-maximal effect; % of control where 0% means no effect; nearly all actives have a fitted effect of over 60% in size
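In this reporter-derepression format, murine cells bearing a silenced integrated CMV-GFP locus incubate with test compound (30 h, 37 C), then are washed and imaged; fluorescent objects of 20–120 um count as induced cells.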
CBFb RUNX1 block = blocks binding between human CBF-beta and RUNX1; Potency, µM (highest dose often 59.8 µM), without a hit: at the highest dose activity, negative = inhibition, most hits filed as inhibitors; Q01196+Q13951; 230,000 tested, under 10 active; AlphaScreen CBFb-His/RUNX1-biotin binding, biochemical; AID 1477; also: % of control where 0% means no effect
Target sequence (Q01196 whole entry, looked up): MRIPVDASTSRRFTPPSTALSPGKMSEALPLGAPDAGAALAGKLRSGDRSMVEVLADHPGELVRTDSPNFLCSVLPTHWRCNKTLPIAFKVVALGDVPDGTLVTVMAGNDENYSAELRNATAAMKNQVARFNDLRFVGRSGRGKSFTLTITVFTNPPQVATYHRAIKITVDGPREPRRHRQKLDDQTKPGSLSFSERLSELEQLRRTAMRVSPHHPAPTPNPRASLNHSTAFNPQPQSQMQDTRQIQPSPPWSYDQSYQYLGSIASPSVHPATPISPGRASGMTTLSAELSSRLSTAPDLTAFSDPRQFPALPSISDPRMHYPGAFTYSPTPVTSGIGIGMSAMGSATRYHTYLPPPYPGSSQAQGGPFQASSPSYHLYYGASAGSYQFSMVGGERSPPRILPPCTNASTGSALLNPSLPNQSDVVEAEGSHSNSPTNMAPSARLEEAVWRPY
Target sequence (Q13951 whole entry, looked up): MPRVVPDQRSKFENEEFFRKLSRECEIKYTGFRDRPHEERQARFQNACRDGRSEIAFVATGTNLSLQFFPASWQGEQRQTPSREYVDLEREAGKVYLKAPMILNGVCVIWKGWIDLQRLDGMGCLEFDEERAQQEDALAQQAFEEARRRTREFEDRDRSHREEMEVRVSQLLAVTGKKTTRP
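Proteins preincubated together for 20 min at RT before compound addition; 15 min later, nickel and streptavidin beads were added and left 90 min prior to AlphaScreen measurement.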
TexasRed fluor = alters Texas Red total fluorescence, flagging assay interference. AID 1479. Potency, µM (top dose mostly 106 µM), for inactives: at the highest dose fluorescence change, negative = quenching. 280,000 compounds, 0.29% hits. TRb/SRC2 Texas Red total fluorescence interference; active = well fitted curve in either direction with a large enough effect; inconclusive = small, poorly fitted or top-dose-only effect; also: potency is read from the fitted curve at half-maximal effect; % is scaled to controls: 0 for no effect and ±100 for the full control effect
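Human TRb ligand-binding domain at 0.6 uM with 20 nM Texas Red SRC2 peptide in Tris buffer containing 1 uM T3 and 5% DMSO, incubated with compound 5 h at ambient temperature. Total fluorescence (555/632 nm) calculated as parallel + 2 × perpendicular.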
TRb-SRC2 inh = inhibitors of human thyroid hormone receptor beta-SRC2 interaction; Potency, µM (series often up to 106 µM), for the others: at the highest dose activity change, negative = inhibition, most hits filed as inhibitors; AID 1469; P10828; TRbeta-SRC2 peptide binding, fluorescence polarization; receptor liganded with 1 µM T3; 280,000 compounds, 0.065% hits;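 also: potency is read from the fitted curve at half-maximal effect; plate controls were bound peptide for no effect and peptide without receptor for full effect; nearly all actives have a fitted effect of over 50% in size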
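Assay buffer: 20 mM Tris-HCl, 100 mM NaCl, 10% glycerol, 1 mM EDTA, 0.01% NP-40, 1 mM DTT, 1 uM T3, 5% DMSO; TRb LBD 0.6 uM, Texas Red SRC2 20 nM; FP after 5 hr.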
GLA spleen mod = alpha-galactosidase A (human) modulation. P06280. human spleen homogenate, 4MU-alpha-Gal fluorescence, 40 min. Potency, µM (series often up to 80 µM), for inactives: at the highest dose activity change, negative = inhibition, most hits filed as inhibitors. 240,000 compounds, 0.008% hits;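 also: potency is read from the fitted curve at half-maximal effect; 0% = enzyme with vehicle and -100% = no enzyme basal signal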
Target sequence (P06280 32-429 limits assumed): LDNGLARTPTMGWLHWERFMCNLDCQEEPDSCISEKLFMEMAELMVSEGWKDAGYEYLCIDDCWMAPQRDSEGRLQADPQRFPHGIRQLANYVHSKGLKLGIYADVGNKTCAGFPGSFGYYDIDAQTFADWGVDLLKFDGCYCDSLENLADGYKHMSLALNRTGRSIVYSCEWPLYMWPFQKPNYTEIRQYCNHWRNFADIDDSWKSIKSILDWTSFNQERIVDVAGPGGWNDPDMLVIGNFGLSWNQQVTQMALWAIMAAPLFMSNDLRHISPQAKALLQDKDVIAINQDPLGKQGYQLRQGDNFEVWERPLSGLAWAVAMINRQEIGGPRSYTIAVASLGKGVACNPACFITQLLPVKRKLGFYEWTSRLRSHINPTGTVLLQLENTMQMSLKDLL
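Spleen homogenate 1 ug + cpd (titration) + 4-MU-alpha-D-galactopyranoside 1 mM; 37C 40 min; 50 mM citrate/phosphate pH 5.0, 0.01% Tween-20; stop pH 10; fluorescence 365/440; AC50 via Hill.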
* marks the source's active call; other numbers are inactive results; [ ] = dose if it differs, or a comment. Unless noted, calls follow the shape of the dose curve; as a rule, active = well fitted curve in the direction sought with a large enough effect; inconclusive = small, poorly fitted or top-dose-only effect, or another doubt; inactive = no such curve, though single readings can be large; an effect the other way counts as inactive or inconclusive. Not all compounds are listed, so the mix of outcomes need not match the whole.

Screening COCCNC(=O)COC(=O)c1[nH]c(C)c(C(C)=O)c1C returned NPSR antagonist 6%[46.1 µM], Tau FP inhib 3%, Tau fluor cs -2%, Epigenetic derep 0.0%, CBFb RUNX1 block 12%, TexasRed fluor -1%, TRb-SRC2 inh 5% and GLA spleen mod 6%.
`NC(=O)c1ccccc1OC1CCC1` gave NPSR antagonist 10%, Tau FP inhib 1%, Tau fluor cs -8%, Epigenetic derep 0.3%, CBFb RUNX1 block 8%, TexasRed fluor -1%, TRb-SRC2 inh -2% and GLA spleen mod -2%.
`CCNS(=O)(=O)c1ccc(CCC(=O)NCCC2=CCCCC2)cc1` gave NPSR antagonist 0%, Tau FP inhib -1%, Tau fluor cs 0%, Epigenetic derep -0.4%, CBFb RUNX1 block -6%, TexasRed fluor 2%, TRb-SRC2 inh 0% and GLA spleen mod -4%.
O=C(CN1CCN(Cc2ccccc2Cl)C1=O)NC1CCCCCC1 was read as NPSR antagonist 3%[46.1 µM], Tau FP inhib -8%, Tau fluor cs -10%, Epigenetic derep 0.0%, CBFb RUNX1 block 2%, TexasRed fluor -2%, TRb-SRC2 inh 4% and GLA spleen mod -11%.
Cc1cc(C)n(C(=O)CN2C(=O)CCC2=O)n1 was read as NPSR antagonist 4%[46.1 µM], Tau FP inhib -6%, Tau fluor cs 0%, Epigenetic derep -2.1%, CBFb RUNX1 block 6%, TexasRed fluor -2%, TRb-SRC2 inh -9% and GLA spleen mod -14%.
`S=C(NCCc1ccccc1)N/N=C/c1ccccc1Cl` gave NPSR antagonist -6%[46.1 µM], Tau FP inhib -3%, Tau fluor cs inconclusive, Epigenetic derep 0.0%, CBFb RUNX1 block -1%, TexasRed fluor inconclusive, TRb-SRC2 inh 2% and GLA spleen mod 4%.
`CNC(=O)C1CCC(Cn2c(=O)c3sccc3n(Cc3cc(C)ccc3C)c2=O)CC1` (stereo not given) gave Tau FP inhib -4%, Tau fluor cs 0%, Epigenetic derep 1.1%, TexasRed fluor 3% and TRb-SRC2 inh 6%.
Screening Cc1ccc(C2CC(=O)Nc3c2ccc2ccccc32)cc1[N+](=O)[O-] (stereo not given) returned NPSR antagonist -20%, Tau FP inhib -1%, Tau fluor cs -25%, Epigenetic derep 1.1%, CBFb RUNX1 block inconclusive, TexasRed fluor 1%, TRb-SRC2 inh 3% and GLA spleen mod -15%.
`CCCCCn1c(CN(C)Cc2ccccc2)nc2c1c(=O)n(C)c(=O)n2C` gave NPSR antagonist -21%[46.1 µM], Tau FP inhib 12%, Tau fluor cs -2%, Epigenetic derep -1.1%, CBFb RUNX1 block -12%, TexasRed fluor 0%, TRb-SRC2 inh -24% and GLA spleen mod inconclusive.
Cc1cc([N+](=O)[O-])ccc1NC(=O)C(C)[n+]1ccccc1 (stereo not given) was read as NPSR antagonist 12%, Tau FP inhib inconclusive, Tau fluor cs -8%, Epigenetic derep -2.6%, CBFb RUNX1 block 1%, TexasRed fluor -3%, TRb-SRC2 inh 3% and GLA spleen mod -9%.
COC(=O)CSc1nc(C)c(C(=O)Nc2ccccc2C)c(-c2ccc(Cl)cc2)c1C#N was read as NPSR antagonist -44%, Tau FP inhib -19%, Tau fluor cs -22%, Epigenetic derep inconclusive, CBFb RUNX1 block 5%, TexasRed fluor 0%, TRb-SRC2 inh -8% and GLA spleen mod -5%.
`CC(C)Cn1c(SCC(=O)NC2CCCc3ccccc32)nc(O)cc1=O` (stereo not given) gave NPSR antagonist -6%[46.1 µM], Tau FP inhib 2%, Tau fluor cs 5%, Epigenetic derep -7.2%, CBFb RUNX1 block 6%, TexasRed fluor -3%, TRb-SRC2 inh 0% and GLA spleen mod -12%.
`COc1cc(/C=C2\SC(=O)N(Cc3ccc(Cl)cc3)C2=O)cc([N+](=O)[O-])c1O` gave NPSR antagonist -20%, Tau FP inhib -3%, Tau fluor cs -30%, Epigenetic derep -0.8%[10.1 µM], CBFb RUNX1 block inconclusive, TexasRed fluor -7%, TRb-SRC2 inh -6% and GLA spleen mod -13%.
For COc1ccc(/C=C/CN2CCN(Cc3ccc(F)cc3)C(CCO)C2)cc1 (stereo not given) the results were NPSR antagonist 6%, Tau FP inhib 3%, Tau fluor cs -6%, Epigenetic derep 0.0%, CBFb RUNX1 block 5%, TexasRed fluor -6%, TRb-SRC2 inh 4% and GLA spleen mod 5%.
CCCNC(=O)CS(=O)Cc1nc(-c2ccc(OC)cc2)oc1C (stereo not given) was read as NPSR antagonist -6%[46.1 µM], Tau FP inhib 5%, Tau fluor cs -16%, Epigenetic derep 1.8%, CBFb RUNX1 block 4%, TexasRed fluor -3%, TRb-SRC2 inh -2% and GLA spleen mod -2%.

Some of these compounds in order of SMILES length, highest first:
Screening Cc1ccc(C2CC(=O)Nc3c2ccc2ccccc32)cc1[N+](=O)[O-] (stereo not given) returned NPSR antagonist -20%, Tau FP inhib -1%, Tau fluor cs -25%, Epigenetic derep 1.1%, CBFb RUNX1 block inconclusive, TexasRed fluor 1%, TRb-SRC2 inh 3% and GLA spleen mod -15%.
`CC(C)Cn1c(SCC(=O)NC2CCCc3ccccc32)nc(O)cc1=O` (stereo not given) gave NPSR antagonist -6%[46.1 µM], Tau FP inhib 2%, Tau fluor cs 5%, Epigenetic derep -7.2%, CBFb RUNX1 block 6%, TexasRed fluor -3%, TRb-SRC2 inh 0% and GLA spleen mod -12%.
Screening COCCNC(=O)COC(=O)c1[nH]c(C)c(C(C)=O)c1C returned NPSR antagonist 6%[46.1 µM], Tau FP inhib 3%, Tau fluor cs -2%, Epigenetic derep 0.0%, CBFb RUNX1 block 12%, TexasRed fluor -1%, TRb-SRC2 inh 5% and GLA spleen mod 6%.

(more compounds)
Screening COCCNC(=O)/C(C#N)=C/c1cc(Br)c(O)c(OC)c1 returned NPSR antagonist -9%, Tau FP inhib 8%, Tau fluor cs 10%, Epigenetic derep -6.8%, CBFb RUNX1 block 5%, TexasRed fluor -3%, TRb-SRC2 inh -8% and GLA spleen mod -7%.
`COc1cccc(C(CC(=O)NCCN2CCOCC2)NS(=O)(=O)c2ccc(C)cc2)c1OC` (stereo not given) gave NPSR antagonist 22%[46.1 µM], Tau FP inhib -10%, Tau fluor cs -5%, Epigenetic derep 0.9%, CBFb RUNX1 block 6%, TexasRed fluor -2%, TRb-SRC2 inh -13% and GLA spleen mod 6%.
`COc1ccc(C2CC(c3ccccc3)Nc3nc(N)nn32)cc1` (stereo not given) gave NPSR antagonist -2%[46.1 µM], Tau FP inhib 7%, Tau fluor cs 10%, Epigenetic derep 2.4%, CBFb RUNX1 block 0%, TexasRed fluor -3%, TRb-SRC2 inh 4% and GLA spleen mod 10%.
COc1ccc(C2CC(c3cccc(C)c3)n3ncnc3N2)cc1 (stereo not given) was read as NPSR antagonist 0%[46.1 µM], Tau FP inhib -2%, Tau fluor cs -6%, Epigenetic derep 0.0%, CBFb RUNX1 block 5%, TexasRed fluor 0%, TRb-SRC2 inh 4% and GLA spleen mod 4%.
Screening CC(CCc1ccccc1)NC(=O)C(=O)NCc1ccccc1 (stereo not given) returned NPSR antagonist 7%, Tau FP inhib 0%, Tau fluor cs 12%, Epigenetic derep -1.3%, CBFb RUNX1 block -2%, TexasRed fluor -3%[53 µM], TRb-SRC2 inh -3%[53 µM] and GLA spleen mod -4%.
`CCC(C)[C@H](NC(=O)OC(C)(C)C)C(=O)N/N=C/c1ccc2nccnc2c1` (stereo not given in full) gave NPSR antagonist -9%[46.1 µM], Tau FP inhib 5%, Tau fluor cs -6%, Epigenetic derep 4.5%, CBFb RUNX1 block -1%, TexasRed fluor -2%, TRb-SRC2 inh -5% and GLA spleen mod 1%.
CC1(C)C(=O)C(c2ccccc2)=C2CN3C(=O)N(CCc4ccccc4)C(=O)C3(Cc3ccc(F)cc3)C=C21 (stereo not given) was read as Tau FP inhib 2%, Tau fluor cs -26%, Epigenetic derep 1.6%, CBFb RUNX1 block 0%, TexasRed fluor -3%, TRb-SRC2 inh 6% and GLA spleen mod 4%.
Cc1cc(OCC(=O)NCc2nc(-c3ccccc3)no2)c(C)cc1Br was read as NPSR antagonist -15%[46.1 µM], Tau FP inhib -6%, Tau fluor cs -4%, Epigenetic derep -1.4%, CBFb RUNX1 block 5%, TexasRed fluor 0%, TRb-SRC2 inh 5% and GLA spleen mod -7%.
`CCOC(=O)CSc1nnc(-c2ccoc2C)n1-c1ccc(OCC)cc1` gave NPSR antagonist -19%[46.1 µM], Tau FP inhib 10%, Tau fluor cs -6%, Epigenetic derep -6.7%, CBFb RUNX1 block -3%, TexasRed fluor -2%, TRb-SRC2 inh -5% and GLA spleen mod 3%.
Cc1ccc(Nc2cc(C(=O)NCCc3ccccc3)c3ccccc3n2)c(C)c1 was read as Tau FP inhib inconclusive, Tau fluor cs -19%, Epigenetic derep -0.5%, TexasRed fluor 1% and TRb-SRC2 inh 0%.
Screening CC(O)CCC(=O)NCCNC(=O)CCC(C)O (stereo not given) returned NPSR antagonist 1%[46.1 µM], Tau FP inhib 0%, Tau fluor cs 7%, Epigenetic derep -0.4%, CBFb RUNX1 block 5%, TexasRed fluor -1%, TRb-SRC2 inh -14% and GLA spleen mod 4%.
O=C(NC1CCCC1)c1cc(Cl)ccc1[N+](=O)[O-] was read as NPSR antagonist 15%, Tau FP inhib 3%, Tau fluor cs -4%, Epigenetic derep -1.0%, CBFb RUNX1 block 5%, TexasRed fluor 0%, TRb-SRC2 inh -2% and GLA spleen mod 0%.
`Cc1nc(NC(=O)C2CCCC2)sc1Cc1ccc2c(c1)OCO2` gave NPSR antagonist -47%, Tau FP inhib 6%, Tau fluor cs inconclusive, Epigenetic derep -1.0%, CBFb RUNX1 block -6%, TexasRed fluor -3%, TRb-SRC2 inh -6% and GLA spleen mod 2%.
`Cc1cc(N/N=C/c2cccc(F)c2)nc(NCc2ccccc2)n1` gave NPSR antagonist -47%, Tau FP inhib 1%, Tau fluor cs inconclusive, Epigenetic derep -0.6%, CBFb RUNX1 block 7%, TexasRed fluor -2%, TRb-SRC2 inh 4% and GLA spleen mod 3%.
For O=C1c2cc(O)cc(O)c2OC[C@@H]1c1ccc(O)c(O)c1 the results were CBFb RUNX1 block -5%, TexasRed fluor -3%, TRb-SRC2 inh 0% and GLA spleen mod 12%.
